# West Nile antiviral = West Nile virus antiviral activity, cell-based, CPE readout (AID 1621). West Nile virus-infected cells, CPE inhibition; higher % means a stronger effect. CPE inhibition, % at 10 µM, or IC50 in µM where a hit was titrated. 0.02% of 290,000 active; in the data active = a potency from the dose series; inconclusive = CPE inhibition mostly from about 3.7% at the one dose, without a potency; inactive = the rest, 99 in 100 with CPE inhibition below about 2.2%; note: strong numbers were not always called active
# T cell modulator = modulators of CD8 T cell-vesicle binding, primary screen, mouse 2C CD8+ T cells, flow cytometry | AID 2052, 2009 | calls only at 7 µM | 0.068% of 330,000 active | 2C CD8+ T cell-vesicle binding; hits give low values;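 active = response, share of CD8 T cells binding vesicles, and their 90th percentile fluorescence all below set limits, cut at about 80% in these data, passing the limit was not always enough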
#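 Test system: purified 2C TCR transgenic mouse naive CD8+ T cells. Probe or stimulus: QL9-peptide-loaded Drosophila micro-vesicles bearing Ld, ICAM-1 and B7-1. Incubation: binding step 1.5 h, 37 °C, antibody labelling 20 min, ice. Measured by: flow cytometry of vesicle-bound cells.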
# UTI89 phage lysis = inhibition of K1F phage lysis, E. coli UTI89, bacterial capsule biogenesis inhibitors, alamar blue (AID 488966); E. coli UTI89 K1F phage lysis, alamar blue, 2 h; higher % means a stronger effect; one-dose inhibition, % at 100 µM; IC50 in µM for titrated hits; 0.02% of 340,000 active;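 active = phage lysis inhibition, versus mean bacterial control, above a set limit; inconclusive = no clear call, values can overlap the other calls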;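 note: capsule biogenesis inhibitors block K1F phage lysis so surviving cells raise fluorescence; higher fluorescence means more inhibition of phage lysis; actives were called in the ten point dose series up to 300 µM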
# TNAP activators = human TNAP enzyme activators, primary screen, biochemical, luminescent, no phosphate acceptor, uHTS (AID 1001); purified TNAP, luminescent activation assay, no phosphate acceptor; higher activation fold means a stronger effect; activation fold at 20 µM, or EC50 in µM where a hit was titrated; 0.03% of 200,000 active; in the data active = activation fold from about 3, or a potency from the dose series; inactive = the rest, 99 in 100 with activation fold below about 1.6; note: many of its hits are not listed in these tables
# RSV CPE inhibition = RSV antiviral activity via CPE protection, HEp-2 cells, primary 10 µM value included (AID 2391); HEp-2 cells, RSV-induced CPE inhibition; higher % means a stronger effect; CPE inhibition, % at 10 µM; hits with a dose series show IC50 in µM; 0.13% of 310,000 active; in the data active = a potency from the dose series; inconclusive = CPE inhibition mostly from about 23% at the one dose, without a potency; inactive = the rest, 99 in 100 with CPE inhibition below about 21%; note: strong numbers were not always called active
# PMI inhibitors = inhibitors of human PMI, primary screen, biochemical, fluorescence intensity, coupled assay (AID 1209); inhibition, % at 20 µM, or IC50 in µM where a hit was titrated; Mannose-6-phosphate isomerase (Homo sapiens); 0.42% of 190,000 active; purified PMI enzyme, coupled fluorescence intensity; higher % means a stronger effect;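 note: plate controls were DMSO vehicle for no effect and wells lacking substrate for full effect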
# P. falciparum M17LAP = P. falciparum M17LAP inhibitors, primary screen, biochemical, fluorogenic H-Leu-NHMec substrate, 1536-well (AID 1619) | recombinant M17LAP, H-Leu-NHMec fluorogenic kinetic assay; higher % means a stronger effect | inhibition, % at 30 µM; hits with a dose series show IC50 in µM | 0.38% of 220,000 active;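 active = compound inhibiting the enzyme by more than half at any dose during confirmatory dose-response retesting; inconclusive = strong single-dose inhibitors picked by rank but not retested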;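 note: plate controls were full reaction with DMSO carrier for no effect and no enzyme background for full effect; strong numbers were not always called active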
# human PMI inhibitors = human PMI inhibitors, high substrate, primary screen, biochemical, fluorescence intensity, high mannose 6-phosphate (AID 1220); Mannose-6-phosphate isomerase (Homo sapiens); recombinant PMI enzyme, coupled fluorescence intensity; higher % means a stronger effect; one-dose inhibition, % at 20 µM; IC50 in µM for titrated hits; 0.66% of 190,000 active
# P. falciparum M1AAP = P. falciparum M1AAP inhibitors, biochemical, fluorogenic H-Leu-NHMec substrate, 1536-well (AID 1445) | Aminopeptidase N (Plasmodium falciparum (isolate 3D7)) | recombinant M1AAP, H-Leu-NHMec fluorogenic kinetic assay; higher % means a stronger effect | inhibition, % at 30 µM; hits with a dose series show IC50 in µM | 0.42% of 220,000 active;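 active = primary inhibition above the hit cutoff, then over 50% inhibition at one or more dose response concentrations, cut at about 23% in these data, passing the limit was not always enough; inconclusive = conflicting primary data, or primary hits not chosen for dose response; inactive = low primary inhibition, or under 50% at every dose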;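 note: plate controls were DMSO full reaction for no effect and no enzyme background for full effect; strong numbers were not always called active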
# T cell modulator vesicle-bound % = second read-out of T cell modulator, no call of its own (marks repeat the call); double positive events, %; measured here: CD8+ vesicle-bound cell fraction;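 binding gate set so that unloaded-vesicle control wells show 10% double positive cells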
# An asterisk follows results filed as active; i = inactive; ? = inconclusive; . = not tested or not shown; [ ] = another dose, or the depositor's remark. Cut-off read from the data, not from the text of the source, unless noted: active = inhibition above about 50%; inactive = the rest.
SMILES,West Nile antiviral,T cell modulator,T cell modulator vesicle-bound %,UTI89 phage lysis,TNAP activators,RSV CPE inhibition,PMI inhibitors,P. falciparum M17LAP,human PMI inhibitors,P. falciparum M1AAP
Cc1nnc(NC(=O)CCN2C(=O)/C(=C\c3ccccc3)SC2=S)s1,0.0%,i,14,0.1%,.,1.2%,.,4%,.,2%
NNC(=O)c1nc[nH]c1C(=O)Nc1ccccc1[N+](=O)[O-],.,i,43,1.1%,2,4.7%,-29%,2%,-17%,-11%
N#Cc1c2n(c(=O)[nH]c1=O)CCCCC2,0.2%,i,36,0.3%,1.1,1.4%,1%,-7%,7%,6%
Cc1ccn2cc(-c3cccc(S(=O)(=O)N4CC(C)OC(C)C4)c3)nc2c1 (stereo not drawn),-0.2%,i,22,-0.3%,.,61%,.,.,.,.
Cc1cc(N2CCN(C(=O)Nc3ccccc3C#N)CC2)c2ccccc2n1,-0.6%,i,54,0.3%,.,-0.1%,.,.,.,.
O=S(=O)(c1cccc(C(F)(F)F)c1)N1CCN(c2nnnn2-c2ccccc2)CC1,0.4%,i,34,1.9%,1.1,0.2%,-8%,-1%,-12%,-6%
CCOC(=O)c1sc(NC(=O)CCc2ccccc2)nc1C,-0.2%,i,58,1.2%,.,1.6%,.,.,.,.
Cn1c(=NC(=O)c2ccco2)sc2ccccc21,0.3%,i,21,0.8%,1.1,45%,4%,13%,11%,13%
O=c1[nH]c2ccccc2[nH]c1=O,-0.1%,i,48,0.4%[50 µM],.,2.5%,.,0%,.,3%
C#CCCOC(=O)N1C2=NC(C(=O)OC)=C(C(=O)OC)[C@@H]3N(CC=C)c4ccccc4[C@]23C[C@H]1C(=O)OC,0.1%,i,18,1.9%,.,-0.1%,.,8%,.,59µM*
COc1cccc2cc(C(=O)CC3(O)C(=O)N(Cc4ccccc4)c4ccccc43)c(=O)oc12 (stereo not drawn),-0.4%,i,35,0.4%,1,0.6%,-3%,13%,3%,4%
O=S(=O)(c1ccc2nc(COc3ccc(Cl)cc3Cl)[nH]c2c1)N1CCOCC1,-0.6%,i,19,-1.4%,1.1,?,10%,7%,12%,-2%
Cc1ccccc1-c1nc(CN2CCC(C(=O)O)CC2)c(C)o1,-0.2%,i,41,0.1%,1.2,1.6%,-1%,-4%,1%,-6%
O=C(C(=O)N1CCN(c2cccc(Cl)c2)CC1)c1c[nH]c2ccccc12,-0.6%,i,60,0.4%,1.1,22%,15%,6%,23%,3%
CC(C)=C1C2C=CC1C(C(=O)Nc1cccc(C)c1)C2C(=O)O (stereo not drawn),0.2%,i,64,13%,1.1,-0.5%,-6%,8%,0%,-5%
Cc1cccc(C(=O)Nc2nc(C)c(C(=O)Nc3ccc4c(c3)CCC4)s2)c1,0.6%,i,28,i,1,0.0%,6%,3%,4%,12%
CC(C)(C)[C@H]1C=C(C(=O)NC2CC2)O[C@@H](OCCCCO)C1,-0.5%,.,.,0.8%,1.1,0.5%,16%,2%,13%,-1%
Cc1ccc(Cl)cc1N(CC(=O)NC(C)c1ccccc1)S(C)(=O)=O (stereo not drawn),-1.5%,i,60,-1.8%,.,0.4%,.,.,.,.
Cc1cccc2sc(N(CCCN(C)C)C(=O)c3cc4ccccc4oc3=O)nc12,0.6%,i,41,0.3%,0.9,3.7%,12%,13%,6%,19%
COc1ccc(/C=C2\CCc3ccccc3C2=O)cc1O,-0.5%,i,13,0.4%,.,6.6%,.,.,.,.
COCCNC(=O)c1cn(C)c2ccccc2c1=O,.,i,57,0.3%,1.1,1.7%,-3%,2%,-3%,-4%
COc1ccc(C)cc1NC(=O)C(C)N(c1ccc(C)cc1)S(C)(=O)=O (stereo not drawn),-1.4%,i,29,2.6%,1,1.4%,12%,-13%,16%,-6%
CNC(=S)N(CCc1ccc(OC)c(OC)c1)C1CC(=O)N(c2ccccc2)C1=O (stereo not drawn),-1.3%,i,40,-1.3%,.,7.1%,.,-6%,.,4%
O=C(NNc1ccc(C2CCCCC2)cc1)C(O)(c1ccccc1)c1cccs1 (stereo not drawn),2.7%,i,52,1.9%,1.1,0.6%,-25%,2%,-109%,7%
COc1cc2c(cc1C1C(C#N)=C(N)OC3=C1C(=O)CC(C)(C)C3)OCO2 (stereo not drawn),-0.4%,i,60,-0.9%,.,2.8%,.,.,.,.

# By substructure, the compounds so far containing a halogen (4)
SMILES,West Nile antiviral,T cell modulator,T cell modulator vesicle-bound %,UTI89 phage lysis,TNAP activators,RSV CPE inhibition,PMI inhibitors,P. falciparum M17LAP,human PMI inhibitors,P. falciparum M1AAP
O=S(=O)(c1cccc(C(F)(F)F)c1)N1CCN(c2nnnn2-c2ccccc2)CC1,0.4%,i,34,1.9%,1.1,0.2%,-8%,-1%,-12%,-6%
O=S(=O)(c1ccc2nc(COc3ccc(Cl)cc3Cl)[nH]c2c1)N1CCOCC1,-0.6%,i,19,-1.4%,1.1,?,10%,7%,12%,-2%
O=C(C(=O)N1CCN(c2cccc(Cl)c2)CC1)c1c[nH]c2ccccc12,-0.6%,i,60,0.4%,1.1,22%,15%,6%,23%,3%
Cc1ccc(Cl)cc1N(CC(=O)NC(C)c1ccccc1)S(C)(=O)=O (stereo not drawn),-1.5%,i,60,-1.8%,.,0.4%,.,.,.,.

# (further entries)
SMILES,West Nile antiviral,T cell modulator,T cell modulator vesicle-bound %,UTI89 phage lysis,TNAP activators,RSV CPE inhibition,PMI inhibitors,P. falciparum M17LAP,human PMI inhibitors,P. falciparum M1AAP
COC(=O)c1ccc(S(=O)(=O)N2CCc3ccccc32)cc1,0.5%,i,38,0.1%,.,4.2%,.,.,.,.
CC(=O)Nc1cc(-c2ccccc2)ccc1O,-0.6%,i,33,-0.2%,1.1,-0.4%,2%,6%,4%,8%
O=C1CCCc2c1cc(C(=O)NC1CCSC1=O)c(=O)n2-c1ccccc1 (stereo not drawn),0.3%,i,42,2.1%,1,3.4%,-6%,12%,-13%,9%
COc1ccc(OC)c(CCNC(=O)c2sc3nc4n(c(=O)c3c2C)CCC4)c1,0.1%,i,37,-0.4%,.,1.7%,.,.,.,.
O=C(c1ccc(S(=O)(=O)N2CCCCCC2)cc1)N1CCN(c2ccccc2)CC1,-0.5%,i,41,-0.1%,.,1.1%,.,.,.,.
Nc1ccc(Br)cc1-c1nc2ccccc2[nH]c1=O,-1.6%,i,27,-0.7%,1,1.3%,8%,-4%,5%,4%
O=C(Nc1ccc(F)cc1)C1CCCN1S(=O)(=O)c1ccc(Br)cc1 (stereo not drawn),-0.7%,i,10,0.7%[50 µM],.,1.6%,.,.,.,.
COc1cc2nc(CN(C)Cc3ccc(OC)c(OC)c3OC)[nH]c(=O)c2cc1OC,-0.8%,i,23,0.3%,1.3,0.0%,8%,2%,8%,3%
Cc1ccc(C)c(N(CC(=O)N2CCCC2)S(C)(=O)=O)c1,0.0%,i,57,-0.2%,.,0.5%,.,.,.,.
CCOc1ccc(NC(=O)NCCCCc2ccccc2)cc1,-0.7%,i,8,2.1%[50 µM],.,3.6%,.,.,.,.
C/C(N)=C(/C#N)C(=O)CSc1nc2ccccc2c(=O)n1-c1ccc(C)cc1,-0.6%,i,26,.,1.1,1.3%,28%,10%,11%,7%
COc1ccc2cc3cc(C(=O)NCc4ccco4)oc3nc2c1,-0.1%,i,37,-0.2%,1,5.0%,0%,-152%,0%,17%
CN1CCN(C(=O)C2=C[C@@H](C3CCCCC3)C[C@@H](OCCCCO)O2)CC1,1.0%,.,.,1.8%,1.1,0.5%,8%,2%,10%,1%
O=C(NCc1n[nH]c(=S)n1-c1ccccc1)c1ccco1,-0.1%,i,38,1.0%,1,-0.3%,-5%,13%,-1%,7%
Cc1cc(=O)oc(C)c1C(=O)Nc1cnc2ccccc2c1,0.5%,i,19,0.1%,1,-0.3%,0%,-2%,14%,4%
COc1ccc(F)cc1C(=O)C1CCCN(Cc2ccc3c(c2)OCCO3)C1 (stereo not drawn),-0.5%,i,56,2.7%,1,-0.1%,16%,-6%,12%,0%
CCOc1ccccc1CN1CCN(Cc2csc(C(C)=O)c2)CC1CCO (stereo not drawn),-1.0%,i,44,-0.8%,1,-0.6%,-3%,-6%,-3%,10%
COc1ccc(-c2c(C)sc(NC(=O)c3ccnn3C)c2C#N)cc1,0.7%,i,51,1.8%,1.1,-0.3%,13%,-20%,19%,9%
CC(NC(=O)c1ccc([N+](=O)[O-])o1)C12CC3CC(CC(C3)C1)C2 (stereo not drawn),-1.8%,i,20,-2.4%,.,-2.0%,.,.,.,.
Cc1nnc(NC(=O)C(C)Sc2nnc(CCNC(=O)c3ccccc3F)n2C)s1 (stereo not drawn),-0.5%,i,35,0.2%,.,0.9%,.,.,.,.
Cc1ccccc1OCC(=O)N1CCc2ccccc2C1,-1.3%,i,56,0.3%,.,5.6%,.,.,.,.
CCOC(=O)c1c(C)c(C(=O)NC2CCCCC2)c(C)n1CC,.,.,.,-0.2%,1.2,.,10%,-2%,11%,-3%
Cc1nn(-c2ccccc2)c(Cl)c1/C=N/NC(=O)c1ccn[nH]1,2.9%,i,41,0.0%,.,5.0%,.,.,.,.
CCOc1ccc2[nH]c(=O)c(CN(CCO)C(=O)c3ccc(F)cc3)cc2c1,0.3%,i,56,0.2%,0.9,1.0%,-4%,-8%,3%,11%
COC(=O)c1ccccc1NC(=O)NCc1ccccc1,-0.5%,i,54,0.2%,1.1,0.7%,-3%,2%,2%,1%
CCOC(=O)c1cc(OCC(=O)NC(C)C(C)C)cc(C(=O)OCC)c1 (stereo not drawn),0.2%,i,39,-0.1%,1.1,1.0%,4%,-8%,7%,2%
CC(C(=O)Nc1sc2c(c1C#N)CCCCC2)N1C(=O)c2ccccc2C1=O (stereo not drawn),-0.6%,i,47,2.9%[50 µM],1.1,0.9%,10%,9%,8%,1%

# Source: PubChem (several laboratories)
